Giardia FBPA inh = qHTS Assay for Inhibitors of Fructose-1,6-bisphosphate Aldolase from Giardia Lamblia | A8B2U2 | purified Giardia FBPA | Potency, µM (doses to about 59.6 µM), for the others: at the highest dose activity, negative = inhibition, most hits filed as inhibitors | hit rate 0.71% among 290,000 | AID 2451, 2010; also: potency is read from the fitted curve at half-maximal effect; % is scaled to controls: 0 for no effect and ±100 for the full control effect; nearly all actives have a fitted effect of over 55% in size
Target sequence (A8B2U2 whole entry, looked up): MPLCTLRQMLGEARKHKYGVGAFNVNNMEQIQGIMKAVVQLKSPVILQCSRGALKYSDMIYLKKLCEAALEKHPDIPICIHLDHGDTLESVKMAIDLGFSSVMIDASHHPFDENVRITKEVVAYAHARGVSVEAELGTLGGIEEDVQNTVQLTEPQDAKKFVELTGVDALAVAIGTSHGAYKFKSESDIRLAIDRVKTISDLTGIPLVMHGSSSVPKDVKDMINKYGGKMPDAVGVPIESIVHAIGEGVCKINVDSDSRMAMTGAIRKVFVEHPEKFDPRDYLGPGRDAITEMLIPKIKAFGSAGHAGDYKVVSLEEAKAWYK
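40 nM FBPA preincubated 10 min at RT with compound (up to 57.5 uM final), then substrate plus GAPDH/TPI/NAD/arsenate coupling and diaphorase/resazurin added. Fluorescence read after 20 min at RT, 525/598 nm.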
HCMV inh = qHTS Assay for inhibitors of the human cytomegalovirus (HCMV). activity change, negative = inhibition, % at 57.5 µM. HFF cells, HCMV-luciferase reporter, 72 h; stronger effect = lower value. hit rate 4.5% among 410,000; in the data active = activity change below about -60%; inconclusive = no clear call, values can overlap the other calls; inactive = above about -39%; also: % is scaled to controls: 0 for no effect and ±100 for the full control effect
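Luciferase read-out from HCMV-luciferase-infected HFFs (MOI 1 PFU/cell) 72 h post infection at 37C; compounds added after 16 h cell attachment; activity normalized between buffer-only basal and Salinomycin (10uM) inhibitor controls.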
AmpC detergent = qHTS Inhibitors of AmpC Beta-Lactamase (assay with detergent) | AID 485294, 2010 | hit rate 0.041% among 370,000 | AmpC hydrolysis of nitrocefin, absorbance 480 nm, 0.01% Triton | Potency, µM (series often up to 114 µM), for the others: top-dose activity change, negative = inhibition, usual class: inhibitors;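 also: potency is read from the fitted curve at half-maximal effect; 0% = no-compound wells and -100% = no-enzyme wells; nearly all actives have a fitted effect of over 25% in size; some results filed as inactive show a strong effect at the top dose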
Target sequence (P00811 whole entry, looked up): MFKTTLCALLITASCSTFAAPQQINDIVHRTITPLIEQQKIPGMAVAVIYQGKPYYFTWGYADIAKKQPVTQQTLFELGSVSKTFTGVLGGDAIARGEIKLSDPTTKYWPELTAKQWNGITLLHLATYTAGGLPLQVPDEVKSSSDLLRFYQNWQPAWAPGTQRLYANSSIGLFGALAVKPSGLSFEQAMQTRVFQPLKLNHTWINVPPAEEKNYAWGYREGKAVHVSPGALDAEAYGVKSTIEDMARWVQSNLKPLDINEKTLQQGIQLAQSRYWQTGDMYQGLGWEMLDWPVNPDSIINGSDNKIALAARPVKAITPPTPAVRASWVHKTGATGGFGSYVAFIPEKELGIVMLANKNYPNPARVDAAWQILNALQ
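AmpC (5.3 nM in the dispensed reagent) in 20 mM phosphate pH 7.0 with 0.01% (detergent screen) or 0.0001% Triton X-100 was preincubated with compounds for 15 min at room temperature. Nitrocefin was then added from an 800 uM solution, and hydrolysis was followed at 480 nm.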
Shiga toxin inh = A qHTS for Small Molecule Inhibitors of Shiga Toxin | Vero cells, Shiga toxin protein synthesis inhibition reporter | inhibition, % at 38.7 µM | hit rate 9.2% among 290,000; in the data active = inhibition mostly above about 28%, no sharp cut-off; inactive = mostly below about 43%; also: 0% is about no effect
AmpC no deterg = qHTS Inhibitors of AmpC Beta-Lactamase (assay without detergent); P00811; AmpC nitrocefin hydrolysis, absorbance 480 nm, 0.0001% Triton; Potency, µM (series often up to 57.1 µM), without a hit: at the top dose activity change, negative = inhibition, most hits filed as inhibitors; hit rate 0.52% among 330,000;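 also: potency is read from the fitted curve at half-maximal effect; plate controls were no compound for no effect and no enzyme for full effect; nearly all actives have a fitted effect of over 20% in size; some results filed as inactive show a strong effect at the top dose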
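AmpC (5.3 nM in the dispensed reagent) in 20 mM phosphate pH 7.0 with 0.01% (detergent screen) or 0.0001% Triton X-100 was preincubated with compounds for 15 min at room temperature. Nitrocefin was then added from an 800 uM solution, and hydrolysis was followed at 480 nm.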
AMA1-RON2 inh = qHTS for Inhibitors of AMA1-RON; Towards Development of Antimalarial Drug Lead: Primary Screen; hit rate 0.2% among 360,000; Potency, µM (titrated, usually from 58.2 µM), without a hit: top-dose activity change, negative = inhibition, usual class: inhibitors; AID 720542, 2013; AlphaScreen AMA1-biotinylated RON2 peptide binding;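 also: potency is read from the fitted curve at half-maximal effect; 0% = vehicle wells and -100% = peptide control; nearly all actives have a fitted effect of over 45% in size; some results filed as inactive show a strong effect at the top dose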
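AMA1 (3D7) with his tag at 25 nM final met compounds first, then biotinylated RON2 peptide at 25 nM; detection used donor plus acceptor beads, 10 µg/mL apiece, read by AlphaScreen after 30 min at room temperature.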
CHX counter = Cycloheximide Counterscreen for Small Molecule Inhibitors of Shiga Toxin | cell reporter, cycloheximide protein synthesis inhibition counterscreen | AID 2314, 2010 | max response, % | hit rate 12% among 300,000; in the data active = max response mostly above about 13%, no sharp cut-off; inactive = mostly below about 14%; also: read at 38.3 µM for the half of the compounds with a filed dose; 0% is about no effect
Starred values were filed as active, the others as inactive; ? = inconclusive; · = not tested or not shown; & = joins results of further samples; [ ] = remark or other dose. Unless noted, calls follow the shape of the dose curve; as a rule, active = well fitted curve in the direction sought with a large enough effect; inconclusive = small, poorly fitted or top-dose-only effect, or another doubt; inactive = no such curve, though single readings can be large; an effect the other way counts as inactive or inconclusive.

| SMILES | Giardia FBPA inh | HCMV inh | AmpC detergent | Shiga toxin inh | AmpC no deterg | AMA1-RON2 inh | CHX counter |
| --- | --- | --- | --- | --- | --- | --- | --- |
| N#CC1=C(Nc2ccccc2)SC=C(c2ccc(Br)cc2)N=C1N1CCOCC1 | -3% | -17 | 4% | 3 | 62%[activator] | -3% | 3 |
| Cc1ccc(Cn2ccc(O)c(Cc3ccccc3)c2=O)cc1 | -3% | -7 | 1% | 21 | -12% | -1% | 5 |
| COc1cc([C@@H]2CC=C(C(=O)O)[C@H](c3cccc(Cl)c3)N2S(=O)(=O)c2ccc(C)cc2)cc(OC)c1OC | · | -6 | -8% | · | -15% | -1% | · |
| COc1ccc(-c2[nH]c(-c3ccc(C)cc3)nc2SCC(=O)NC2CCCC2)cc1 | -11% | 16 | 0% | 14 | -20% | ? | -2 |
| Cc1cc(C)cc(OCC(=O)NC2CCCc3ccccc32)c1 (stereo unspecified) | -5% | 1 | -2% | 6 | 6% | -8% | -2 |
| O=C(Oc1ccccc1-c1nnco1)c1ccccc1 | -3% | -25 | 3% | 31 | · | 24% | 19 |
| O=C(COC(=O)c1cc(-c2ccccc2)nc2ccccc12)Nc1ccc2c(c1)OCO2 | -1% | -6 | -12% | -8 | ? | 0% | -2 |
| Cc1ccc(NC(=O)C(C)OC(=O)CCNS(=O)(=O)c2ccc(C)cc2)cc1 (stereo unspecified) | 3% | -17 | 0% | -4 | -11% | 3% | -3 |
| Cc1onc(-c2c(F)cccc2Cl)c1C(=O)N(C)CCc1ccccn1 | · | -38 | -3% | -10 | 28% | -7% | 9 |
| Cc1nnc(C)n1/N=C/c1ccc(-c2ccccc2Cl)o1 | -2% | 25 | -10% | 2 | 47% | -17% | 0 |
| COC(=O)C1=C(C)N(c2ccccc2)/C(=C/c2ccco2)C1=O | -7% | 0 | 0% | -7 | 16% | -15% | 1 |
| Cc1ccc(C(=O)CC(=O)c2cc(Cl)ccc2O)cc1 | -12% | ? | -2% | 121* | -45% | 54%[activator] | 35* |
| CC1C(=O)NN=C1C(=O)N/N=C\C(Br)=C\c1ccccc1 (stereo unspecified) | -4% | 61 | 1% | 53* | -48% | 30% | 17* |
| NS(=O)(=O)c1ccc(CCNC(=O)C(=O)C2C(=O)Nc3ccccc32)cc1 (stereo unspecified) | -15% | 45 | -4% | -9 | -9% | 15% | 1 |
| N#Cc1cccc(NC(=O)CNc2cc(S(=O)(=O)N3CCOCC3)ccc2N2CCCC2)c1 | · | -4 | -3% | · | -16% | -9% | · |
| Cn1c(=O)c2c(ncn2CCC(=O)N/N=C/c2ccccc2)n(C)c1=O | ? | 26 | 6% | 9 | -11% | 21% | -2 |
| O=C(CS(=O)(=O)c1cn(Cc2ccccc2Cl)c2ccccc12)N1CCOCC1 | 0% | 6 | -5% | -7 | 14% | -5% | -2 |
| CCOC(=O)C1CCN(CC(O)COc2ccc(C(C)=O)cc2)CC1 (stereo unspecified) | -13% | · | ? | 0 | -14% | 2% | 11 |
| Cc1ncc(CN2CCC(C(=O)Nc3ccc(Oc4cccnc4)cc3)CC2)cn1 | 5% | -30 | -18% | -15 | -16% | 7% | -2 |
| CC(OC(=O)C1CCN(S(=O)(=O)c2ccccc2C(F)(F)F)CC1)C(=O)N(C)Cc1ccccc1 (stereo unspecified) | · | 16 | 7% | -11 | 178%[activator] | -11% | -3 |
| CC(C)(CN=C1NS(=O)(=O)c2ccccc21)CNC(=O)CN1C(=O)c2ccccc2C1=O | -4% | 7 | -10% | 13 | 4% | 14% | 3 |
| Cc1ccccc1CN1CCCC(C(=O)Nc2ccccc2Oc2cccnc2)C1 (stereo unspecified) | 1% | -25 | 5% | 11 | 80%[activator] | -2% | -8 |
| Cc1ccccc1-n1c(=O)cc(N2CCN(C(=O)c3ccco3)CC2)[nH]c1=O | -2% | 12 | ? | -6 | -20% | -2% | -3 |
| COc1ccc(CCN2C(=O)CSC2=Nc2ccc(C)cc2C)cc1OC | -5% | -9 | -3% | -1 | 0% | -7% | -1 |
| C=CCSc1n[nH]c(-c2ccccc2)n1 | -23% | -89* | ? | 51* | -9% | 8% | 30* |
| CC(=O)Nc1cccc(NC(=O)CSc2nnc3ccccn23)c1 | · | 6 | · | · | -11% | 13% | · |
| O=[N+]([O-])c1ccc(/C=C/c2ccncc2)cc1 | -5% | -27 | 0% | 68* | -15% | ? | 30* |
| Cc1cccc(-c2noc(CN(C(=O)/C=C/c3ccccc3Cl)C(C)C)n2)c1 | 4% | -34 | ? | 16 | -13% | 5% | 4 |
| Cc1ccc(-n2nc(CN3CCOCC3)c(-c3ccccc3)c2N)cc1Cl | 0% | -39 | ? | -14 | 29% | -24% | 5 |
| CC(CCc1ccccc1)NC(=O)CN(C)Cc1ccccc1F (stereo unspecified) | 7% | -23 | -2% | 15 | 83%[activator] | 0% | 8 |
| CC(=O)c1sc2nc(C)c3c(c2c1N)CCCC3 | -7% | -29 | 0% | 55 | 26% | 16% | 21* |
| COc1ccc(-c2nn(-c3ccccc3)cc2/C=N/Nc2cccc(C(=O)O)c2)cc1 | -5% | -61* | -2% | 108* | -44% | 4% | 56* |
| Cc1c(NC(=S)N2CCN(c3ccc(F)cc3)CC2)c(=O)n(-c2ccccc2)n1C | 3% | -29 | -2% | 16 | -13% | 0% | -1 |
| Cc1cccc(-c2nc3sc(C)cc3c(=O)o2)c1 | 3% | 16 | 8% | -7 | -11% | 4% | 0 |
| CCN1CCN(Cc2ccc(NC(=O)c3ccc(C)c(/C=C/c4cnc(Nc5cc(N6CCNCC6)nc(C)n5)cn4)c3)cc2C(F)(F)F)CC1 | -10% | · | 0% | -8 | 118%[activator] | 5%&-18% | -7 |
| CCOc1ccc(NC(=O)N2CCCC2C(=O)NCc2ccco2)cc1 (stereo unspecified) | -5% | 12 | 1% | 3 | -3% | -1% | -7 |
| Cc1ccc(NC(=O)c2cc(F)c(F)cc2Cl)nc1 | 2% | 33 | 2% | 49* | -11% | -3% | 58* |
| Cc1nn(CC(=O)OCC(=O)Nc2c(C(C)C)cccc2C(C)C)c(C)c1[N+](=O)[O-] | 0% | -26 | ? | -3 | 41% | 8% | -1 |
| COc1cccc(C(=O)COc2ccc3c(C)c(Cc4ccccc4)c(=O)oc3c2C)c1 | 5% | · | ? | -4 | -10% | · | -3 |
| O=C(NC1CCS(=O)(=O)C1)c1cccc(S(=O)(=O)N2CCCCCC2)c1 (stereo unspecified) | 3% | 14 | 8% | -9 | -15% | -7% | -2 |
| O=C(CC(O)(C(F)(F)F)C(F)(F)F)Nc1ccc(Cl)c(Cl)c1 | -1% | -103* | -14% | -4 | -29% | 20% | -4 |
| CN(CCOc1ccccc1)C(=O)CCc1c[nH]c2ccccc12 | 0% | 24 | -1% | 4 | 20% | -13% | 13 |
| C/C=C/C=C/C(=O)N1CC[C@]23c4ccccc4N[C@H]4N(C)c5cccc6c5[C@]42CCN([C@H]6C2OC2(C)C)[C@H]13 (stereo partly specified) | -18% | -9 | 5% | -5 | 86%[activator] | ? | -3 |
| O=C(NCCNCCO)C1(C(F)(F)F)CC(CCc2ccccc2)CCCO1 (stereo unspecified) | 10% | · | · | -3 | · | · | -3 |
| O=C(CN(Cc1cccs1)C(=O)CNS(=O)(=O)c1ccc(F)cc1)NCc1ccco1 | 9% | -19 | ? | -3 | -16% | 3% | -8 |

Only AmpC detergent (two entries from above):
Molecule,AmpC detergent
CN(CCOc1ccccc1)C(=O)CCc1c[nH]c2ccccc12,-1%
C/C=C/C=C/C(=O)N1CC[C@]23c4ccccc4N[C@H]4N(C)c5cccc6c5[C@]42CCN([C@H]6C2OC2(C)C)[C@H]13 (stereo partly specified),5%

Later entries:
| SMILES | Giardia FBPA inh | HCMV inh | AmpC detergent | Shiga toxin inh | AmpC no deterg | AMA1-RON2 inh | CHX counter |
| --- | --- | --- | --- | --- | --- | --- | --- |
| O=C(c1ccc([N+](=O)[O-])cc1)N1CCSC1c1ccccc1 (stereo unspecified) | 2% | 23 | -13% | -8 | -21% | -3%[2.32 µM] | -3 |
| O=C(/C(=C/O)N=Nc1ccccc1)c1ccncc1 | -9% | 0 | -1% | -2 | -13% | -9% | -4 |
| CCOC(=O)Cc1csc(NC(=O)/C=C/c2ccc(OC)cc2)n1 | -9% | 31 | 2% | 115* | -8% | 7% | 37* |
| CCCCNC(=O)CSc1nc2ccsc2c(=O)n1C1CCN(C(=O)OCC)CC1 | -3% | -4 | -12% | -26 | 66%[activator] | -11% | -3 |
| CC(NC(=S)NCCc1ccccc1)C(c1cccs1)N1CCN(Cc2ccccc2)CC1 (stereo unspecified) | -10% | -81* | ? | 6 | -6% | -3% | 3 |
| O=C(Nc1ccc(C(=O)N2CCN(c3ccc(Cl)cc3)CC2)cc1)C1=CSCCO1 | · | -32 | -1% | 2 | 1% | 0% | 1 |
| COc1ccccc1C(=O)NCCC(=O)N1CCN(C(C)=O)CC1 | · | -35 | -2% | · | -17% | 67%[activator] | · |
| O=C(O)c1nn(CC(=O)N(C2CCCCC2)C2CCCCC2)c(=O)c2ccccc12 | 0% | -9 | -13% | -5 | -30%[11.4 µM] | 7% | -2 |
| Cc1ccc(-c2nc3ccccc3c(=O)n2NC(=S)N(C)C)cc1 | -7% | 3 | -3% | 2 | -28% | -3% | -2 |
| Cn1c(-c2ccsc2)c(-c2cccs2)c2cc(-c3ccc4cc[nH]c4c3)ccc21 | · | ? | 3% | · | -25% | 0% | · |
| Oc1ccccc1-c1nc(/C=C/c2ccccc2)nn1-c1ccccc1 | -7% | ? | 29%&-13% | 33 | -48% | -6%[2.32 µM] | 23* |
| CCOC(=O)N1CCN(C(=O)c2ccc3nc(N4CCCCC4)sc3c2)CC1 | 1% | 11 | -3% | 18 | 79%[activator] | -19% | 14* |
| COc1ccc(CNC(=O)COC(=O)CN2C(=O)COc3ccccc32)cc1 | · | -18 | -16% | · | -5% | -10% | · |
| CCN1C(=O)[C@H]2[C@@H](c3ccc(-c4ccc(Cl)c(Cl)c4)c(OC)c3)N[C@@](C)(C(=O)OC)[C@H]2C1=O | · | -10 | ? | · | 32% | -1% | · |
| CCOc1cc2c3c(c1)C1(C(=O)N3C(C)(C)CC2C)C(C#N)=C(N)N2C(=C1C#N)Nc1ccccc12 (stereo unspecified) | ? | -8 | 1% | 19 | 13µM* | -18%[2.32 µM] | -3 |

Some values from the results shown.
Entry for Cc1ccc(C(=O)CC(=O)c2cc(Cl)ccc2O)cc1 under CHX counter: 35*
Entry for Cn1c(-c2ccsc2)c(-c2cccs2)c2cc(-c3ccc4cc[nH]c4c3)ccc21 under AMA1-RON2 inh: 0%
Entry for O=C(O)c1nn(CC(=O)N(C2CCCCC2)C2CCCCC2)c(=O)c2ccccc12 under CHX counter: -2
